Source: PubChem
LDHA inh = inhibitors of human lactate dehydrogenase A. P00338. purified LDHA, NADH/diaphorase-resazurin fluorescence; hits give low values. activity change, % (values are at about 110 or 230 µM). 480,000 compounds, 0.15% hits. AID 1347041; in the data active means activity change below about -30%; inconclusive means mostly about -25% to -30%;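 further: plate controls were DMSO wells for no effect and wells without enzyme for full effect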
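Remaining NADH was detected by diaphorase (0.133 mg/mL) converting 37 µM resazurin to fluorescent resorufin, read at 0 and 20 minutes. The preceding 5-minute room-temperature reaction used 2 nM LDHA, 0.2 mM sodium pyruvate and 0.06 mM NADH at pH 7.4.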
Vif-APOBEC3F blk = blocks the Vif interaction with APOBEC3F | HeLa A3F-eYFP + Vif (tagged APOBEC3F with the HIV-1 protein that degrades it), YFP fluorescence increase | Potency, µM (titrated, usually from 46.1 µM), without a hit: at the top dose activity, negative = active | 390,000 compounds, 0.2% hits; further: potency means the concentration at half of the fitted maximal effect; % of control where 0% means no effect; nearly all actives have a fitted effect of over 65% in size
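HeLa cells stably expressing A3F-eYFP plus Vif, plated and incubated overnight at 37 deg C, then exposed to compounds overnight at 37 deg C. Blocked degradation read as raised yellow fluorescence (Ex 488/Em 500-530).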
D2 ag = D2 dopamine receptor (human) agonism; P14416; HEK293 T-REx D2 cells, calcium flux agonist mode; activation, % at 2 µM; 340,000 compounds, 0.53% hits;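 active means activation over 3 SD above normal in the single-dose calcium agonist read, cut at about 30% in these data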; further: 0% is about no effect
Target sequence (P14416 whole entry, looked up): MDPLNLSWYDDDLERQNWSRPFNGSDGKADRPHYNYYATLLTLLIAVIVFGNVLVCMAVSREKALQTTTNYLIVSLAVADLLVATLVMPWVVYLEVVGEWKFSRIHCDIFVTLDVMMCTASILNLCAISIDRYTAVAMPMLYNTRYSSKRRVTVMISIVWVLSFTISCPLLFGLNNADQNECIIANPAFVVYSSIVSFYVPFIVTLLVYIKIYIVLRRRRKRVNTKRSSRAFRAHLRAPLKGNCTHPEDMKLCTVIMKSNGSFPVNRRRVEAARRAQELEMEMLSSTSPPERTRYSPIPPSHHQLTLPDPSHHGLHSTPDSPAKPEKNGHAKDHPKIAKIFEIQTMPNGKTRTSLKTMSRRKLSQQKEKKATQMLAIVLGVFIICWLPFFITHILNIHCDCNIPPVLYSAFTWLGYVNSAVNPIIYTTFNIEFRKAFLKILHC
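Agonism is scored from calcium flux in a force-coupled, inducible HEK293 cell line expressing D2, read kinetically for 180 s after compound addition against dopamine controls.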
ERG Ets-DNA blk = blocks human ERG Ets domain binding to DNA. P11308. fluorescence polarization, His-ERG Ets domain / labelled DNA. Potency, µM (titrated, usually from 76.9 µM), without a hit: at the top dose FP activity, negative = inhibition, most hits filed as inhibitors. 370,000 compounds, 0.028% hits; active means well fitted inhibition curve with a large enough effect in the polarisation, with a control signal flat; inconclusive means small, poorly fitted or top-dose-only effect, or effect the other way, or a change in a side signal; inactive means no such curve, though single readings can be large or run the other way; the % refers to the polarisation;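 further: polarization taken with two DNA probes labelled with fluorescein and Texas red; potency means the concentration at half of the fitted maximal effect; % of control where 0% means no effect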
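His-tagged ERG Ets domain (1 uM in the protein solution; 300mM KCl, 50mM Tris-HCl, 1mM EDTA, 1mM DTT, pH 7.5) received compound, then a probe mix of 5 nM fluorescein-DNA and 100nM Texas-615-DNA. Fluorescence polarization was read for both dyes.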
GRP78 ERSR act = ER stress response induction in glioma. U87-MG GRP78 promoter luciferase reporter, 16 h. Potency, µM, for inactives: top-dose activation, hits mostly activators. 420,000 compounds, 0.02% hits; further: potency means the concentration at half of the fitted maximal effect; series mostly up to about 76 µM; % of control where 0% means no effect; nearly all actives have a fitted effect of over 35% in size
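ERSR induction read as luciferase luminescence (Bright-Glo, 10 min at room temperature) in stably transfected human U87-MG glioma cells exposed to compounds for 16 h, using GRP78 as sensor.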
ALOX12 inh = inhibitors of human 12S-lipoxygenase ALOX12; P18054; purified 12hLO, xylenol orange hydroperoxide absorbance; Potency, µM (doses to about 108 µM), for inactives: at the top dose activity change, negative = inhibition, most hits filed as inhibitors; 580,000 compounds, 1.1% hits; AID 1671190; further: potency means the concentration at half of the fitted maximal effect; on the % scale 0 is the no-effect control and ±100 the full control effect
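Hydroperoxide product was detected by ferrous iron/xylenol orange as the 573 to 405 nm absorbance ratio. Arachidonic acid at 40 uM (final) was turned over for 30 min at room temperature by 150 nM human 12hLO, pH 7.0 Hepes buffer, after 15 min compound preincubation.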
Vif-APOBEC3G blk = Vif-A3G binding inhibition; Q9HC16; 410,000 compounds, 0.076% hits; HeLa A3G-eYFP + Vif (tagged APOBEC3G with the HIV-1 protein that degrades it), YFP fluorescence, overnight; Potency, µM (doses to about 46.1 µM), without a hit: top-dose activity, negative = active, most hits filed as inhibitors;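 further: potency means the concentration at half of the fitted maximal effect; on the % scale 0 is the no-effect control and ±100 the full control effect; nearly all actives have a fitted effect of over 60% in size; hits raise eYFP signal because A3G escapes Vif-driven loss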
Target sequence (Q9HC16 whole entry, looked up): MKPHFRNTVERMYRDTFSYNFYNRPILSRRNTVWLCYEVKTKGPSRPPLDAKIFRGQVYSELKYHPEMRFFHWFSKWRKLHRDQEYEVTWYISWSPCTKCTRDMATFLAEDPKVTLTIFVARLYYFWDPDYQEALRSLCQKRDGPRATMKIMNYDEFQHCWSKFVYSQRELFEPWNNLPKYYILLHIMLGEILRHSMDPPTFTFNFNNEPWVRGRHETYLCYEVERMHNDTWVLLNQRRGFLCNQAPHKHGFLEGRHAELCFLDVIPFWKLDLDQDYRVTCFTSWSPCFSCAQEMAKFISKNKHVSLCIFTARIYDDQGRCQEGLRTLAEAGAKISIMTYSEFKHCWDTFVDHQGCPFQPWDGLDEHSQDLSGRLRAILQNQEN
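HeLa cells stably expressing Vif and C-terminally eYFP-tagged A3G, seeded overnight at 37 deg C, then exposed to compound by pintool overnight at 37 deg C. Rise in yellow fluorescence (Ex 488/Em 500-530, Acumen) marks blocked Vif-driven A3G degradation.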
D2 antagonist = antagonizes the human D2 dopamine receptor; P14416; HEK293 TREx D2 cells, calcium flux, dopamine EC80; inhibition, % at 10 µM; 340,000 compounds, 2% hits; in the data active means inhibition above about 30%; further: 0% is about no effect
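Antagonism is scored as inhibition of an EC80 dopamine-evoked calcium signal in a force-coupled, tetracycline-inducible HEK293 T-REx D2 line, with compound present 180 s before agonist.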
RGS4 inh = human RGS4 inhibition; Transcreener GDP fluorescence polarization, RGS4-accelerated GTP hydrolysis; Potency, µM (doses to about 114 µM), for inactives: at the top dose activity change, negative = inhibition, hits mostly inhibitors; 390,000 compounds, 0.039% hits; AID 504845; further: potency means the concentration at half of the fitted maximal effect; on the % scale 0 is the no-effect control and ±100 the full control effect; nearly all actives have a fitted effect of over 75% in size; some results filed as inactive show a strong effect at the top dose
Target sequence (P49798 whole entry, looked up): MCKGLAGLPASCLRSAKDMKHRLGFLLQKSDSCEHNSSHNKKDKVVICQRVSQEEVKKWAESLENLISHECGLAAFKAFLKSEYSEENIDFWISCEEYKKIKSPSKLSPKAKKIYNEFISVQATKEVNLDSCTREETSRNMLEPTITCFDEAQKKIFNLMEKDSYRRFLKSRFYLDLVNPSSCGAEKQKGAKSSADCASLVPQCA
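MLSMR compounds (23 nl, pin-transferred) preincubated 10 min at room temperature with a 500nM (2x) first reagent, then RGS4 at 900nM (2x) plus Transcreener GDP mix added; fluorescence polarization (620/688 nm) read before and after 90 min at 30 °C.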
Starred values were filed as active, the others as inactive; ? = inconclusive; / = not tested or not shown; & = joins results of further samples; [ ] = remark or other dose. Unless noted, the call rests on the fitted dose curve; in most records, active means well fitted curve in the direction sought with a large enough effect; inconclusive means small, poorly fitted or top-dose-only effect, or another doubt; inactive means no such curve, though single readings can be large; an effect the other way counts as inactive or inconclusive. These rows are one share of the data, so the mix of outcomes need not match the whole.

SMILES	LDHA inh	Vif-APOBEC3F blk	D2 ag	ERG Ets-DNA blk	GRP78 ERSR act	ALOX12 inh	Vif-APOBEC3G blk	D2 antagonist	RGS4 inh
Cc1ccc(OC(=O)C(C)c2cccc(C(=O)c3ccccc3)c2)cc1 (configuration not stated)	3	0%	0.8	/	-4%	-20%[57.4 µM]	0%	4	-19%
Cc1ccc(OCC(=O)NCC2CCCO2)c(C)c1 (configuration not stated)	-2	-35%	-0.1	4%	-3%	-1%	-1%	8	-8%
CC(=O)Nc1ccc(NC(=O)c2ccccc2S(=O)(=O)c2ccccc2[N+](=O)[O-])cc1	-3	-24%	2.1	-2%	-4%	0%	0%	-24	-3%
O=C(O)c1ccccc1C(=O)OCCCCOC(=O)c1ccccc1C(=O)O	-2	-3%	/	-12%	-7%	0%	0%	/	-12%
COc1ccc(S(=O)(=O)NC(Cc2ccccc2)C(=O)O)cc1 (configuration not stated)	-12	4%	-0.3	1%	-5%	-32%	1%	-7	-8%
COc1cc(OC)cc(C(=O)Nc2sc3c(c2C(N)=O)CCC3)c1	-4	0%	1.5	-7%	10%	?	0%	11	-12%
CC(C)(C)NC(=O)CCN(/N=C/c1ccncc1)C1=NS(=O)(=O)c2ccccc21	-1	-6%	-0.2	8%	-4%	?	1%	3	-4%
Cc1cc(C)n(C(CC(=O)O)C(=O)O)n1 (configuration not stated)	-6	-18%	1.1	1%	-9%	?	0%	5	-10%[56.9 µM]
CCCCOc1ccc(N2C(=O)CC(NCCc3ccc(S(N)(=O)=O)cc3)C2=O)cc1 (configuration not stated)	-6	1%	-1.4	-2%	-2%	-23%	0%	-9	3%
Cc1ccc(-c2cn3c(n2)sc2cc(C(=O)NCc4cccs4)ccc23)cc1	-9	1%	0.0	-8%	0%	-16%	-1%	/	5%
O=C(NCCC1CCCCN1S(=O)(=O)c1cccs1)C(=O)Nc1ccccc1 (configuration not stated)	-6	6%	0.0	0%	0%	-27%	0%	4	-4%
Cc1ccc(S(=O)(=O)NCCc2csc(-c3cccc(F)c3)n2)cc1	3	1%	0.5	-7%	-2%	?	2%	/	-11%
O=c1c2ccccc2c2ccccc2c(=O)n1Cc1cccnc1	-8	-5%	/	/	2%	-3%	4%	/	33%
CCOc1ccc(NCc2nc3ccccc3n2CCOc2ccccc2)cc1	2	4%	-2.2	-10%	0%	8%	-1%	6	1%
CCCCN(CC)S(=O)(=O)N1CCC(C(=O)NCc2ccc(F)cc2)CC1	-10	-5%	1.5	/	-3%	-13%	-3%	-7	9%

Overlap with the part before: two entries, then new ones.
SMILES	LDHA inh	Vif-APOBEC3F blk	D2 ag	ERG Ets-DNA blk	GRP78 ERSR act	ALOX12 inh	Vif-APOBEC3G blk	D2 antagonist	RGS4 inh
CCOc1ccc(NCc2nc3ccccc3n2CCOc2ccccc2)cc1	2	4%	-2.2	-10%	0%	8%	-1%	6	1%
CCCCN(CC)S(=O)(=O)N1CCC(C(=O)NCc2ccc(F)cc2)CC1	-10	-5%	1.5	/	-3%	-13%	-3%	-7	9%
NS(=O)(=O)c1ccc(O)c(NC(=O)c2ccc([N+](=O)[O-])cc2)c1	-57*	-1%	0.0	-8%	-2%	-21%	0%	0	-27%
Cc1ccc(-n2cccc2/C=C2/C(=N)N3C(=NC2=O)SN=C3S(C)(=O)=O)cc1	-13	-21%	0.5	5%	4%	?	-2%	-5	-19%
Cc1cc(C)cc(NC(=O)C2CCCN2S(=O)(=O)c2cccc3cccnc23)c1 (configuration not stated)	-2	4%	-0.6	5%	-6%	0%	0%	14	29%
CN(C)C(CNC(=O)/C=C/c1cccc(Cl)c1)c1ccccc1 (configuration not stated)	1	0%	0.4	40µM*	-2%	37%[activator]	2%	-25	-39%
COc1ccc(CCNC(=O)c2ccc(NC(=O)CC3SC(N4CCCC4)=NC3=O)cc2)cc1OC (configuration not stated)	0	0%	/	-9%	-2%	-18%	0%	/	8%
COc1ccc(-c2ccc(C(=O)NCc3ccccc3)c3occc23)c(C)c1	-2	/	/	/	1%	?	-1%	/	/
COc1ccc(C)cc1-n1nnnc1SCc1nc2ccccc2s1	2	5%	-0.1	-7%	9%	16%	0%	2	-12%[11.4 µM]
Cc1ccc(CNC(=O)c2ccc(NC3=NC4CS(=O)(=O)CC4S3)cc2)cc1 (configuration not stated)	-18	-6%	-0.3	7%	0%	2%	6%	4	10%
O=C(CCl)N1CCN2C(=O)c3ccccc3C12c1ccc(Cl)cc1 (configuration not stated)	-2	-2%	1.3	-2%	-17%	0%	-29%	1	5%
CCCCc1ccc(NC(=O)CSc2nc(=O)n(CCN3CCOCC3)c3c2CCC3)cc1	-1	6%	-0.7	10%	-5%	-1%	-8%	-10	-19%
O=C(NCc1cccs1)C(=O)NCC1OCCCN1S(=O)(=O)c1ccc(F)cc1 (configuration not stated)	-6	-5%	0.8	-2%	-1%	4%	1%	1	-7%
Cc1cc(=O)oc2cc(OCC(=O)OCC(=O)Nc3ccccc3Br)ccc12	-2&-2	-8%	0.6	8%	-4%	-44%&32%	-6%	2	-28%
CN(Cc1ccc(CNC[C@H]2O[C@@H](n3cnc4c(N)ncnc43)[C@H](O)[C@@H]2O)o1)S(C)(=O)=O	-12	4%	/	-1%	-1%	6%	0%	/	28%
COc1ccc(C(O)c2ncc(-c3ccc(Cl)cc3)[nH]2)cc1 (configuration not stated)	-3	/	/	/	2%	?	-4%	/	/
Cc1cc(C)c(NC(=O)Nc2csc3c2CCCC3)c(C)c1	-8	1%	-0.6	-1%	-4%	-7%	0%	/	14%
Cc1[nH]n(-c2ccccc2)c(=O)c1C=Nc1cccc2cccnc12	-15	5%	0.0	/	-2%	-16%	-1%	6	-12%
C/C(=N\Nc1nc2ccccc2s1)c1ccc(Br)s1	-3	-5%	-0.8	10%	3%	-20%	-15%	-5	7%
Cc1cc(C)cc(OC(C)C(=O)Nc2ccccc2C(=O)NCc2cccnc2)c1 (configuration not stated)	-2	4%	-1.1	-13%	-3%	?	-3%	13	-26%
COc1oc(-c2ccc(Cl)cc2)nc1C(F)(F)F	-4	0%	0.0	-7%	-4%	-3%	-2%	23	-20%
O=C(Nc1ccc2c(c1)OCCO2)C(c1ccnc2ccccc12)N1CCN(c2ccc(C(F)(F)F)cn2)CC1 (configuration not stated)	-2	/	/	/	-5%	3%	1%	/	/
COc1cc(C(=O)Nc2ccc(-c3nc4ccccc4o3)c(O)c2)cc(OC)c1OC	-3	3%	-0.3	5%	-1%	4%	-3%	/	20%
CC(C)Cn1c2c(c(O)c(C(=O)Nn3c(Cc4ccccc4)nc4ccccc4c3=O)c1=O)CCCC2	-8	6%	-1.1	-9%	-3%	10%	0%	4	-11%
Cc1cccc(N2C(=O)C(O)=C(C(=O)c3cccs3)C2c2cccc(Oc3ccccc3)c2)n1 (configuration not stated)	2	-18%	-0.6	-4%	4%	-1%	4%	-13	-44%
COc1cc2c(cc1OC)CN(CC(=O)Nc1ccc(S(=O)(=O)N3CCCC3)cc1)CC2	0	-4%	1.0	-7%	-5%	0%	0%	0	6%
Cc1nn(-c2ccccc2)c(C)c1NC(=O)COC(=O)C1CC(=O)N(CCc2ccccc2)C1 (configuration not stated)	-2	5%	0.0	-2%	-6%	?	2%	-6	-3%
CC(C)CN1CC(=O)N2C(c3ccccc3)c3[nH]c4ccccc4c3C[C@H]2C1=O (some centres not stated)	3	4%	0.9	1%	-4%	0%	-17%	14	-27%
CC(C)OP(=O)(OC(C)C)C(NC(=O)c1ccccc1Br)C(N)=O (configuration not stated)	4	?	1.7	-9%	-2%	0%	-6%	-3	-5%
CCN(Cc1ccc(C#CCCO)cc1)CC1CCCN(CCc2cccc(F)c2)C1 (configuration not stated)	-3	-4%	-0.8	-5%	1%	?	0%	-15	2%
NC(=O)c1ccccc1-c1nc(-c2ccccc2)no1	-7	3%	-0.1	-1%	-5%	7%	1%	9	-25%[56.9 µM]
COc1ccccc1/C=N/N1CCN(Cc2ccccc2Cl)CC1	-4	0%	1.0	10%	-8%	0%	-1%	-10	-16%
O=C(COC(=O)c1ccccc1SCC(=O)N1CCCC1)NCc1ccccc1	-1	-7%	-0.3	17%	2%	-28%	0%	12	2%
COc1ccccc1N1CCN(S(=O)(=O)c2c(C)ccc3nsnc23)CC1	3	-5%	-0.6	5%	-2%	27%	-1%	-14	2%
CC1(C)Cc2nc3nc(SCC(=O)Nc4ccccc4)nc(N)c3cc2CO1	-3	-12%	-1.3	-6%	0%	1%	0%	-6	-13%
NC(=O)c1ccc(NC(=O)CCc2nc3sc4c(c3c(=O)[nH]2)CCCC4)cc1	-4	2%	-0.6	19%	-6%	-55%	0%	-9	-3%
O=C(Nc1ccc(-c2cscn2)cc1)C1CCCN(Cc2ccccc2)C1 (configuration not stated)	-4	-29%	-0.7	0%	3%	6%	-18%	22	14%
O=C(NCCCN1CCOCC1)c1cccs1	-4	-14%	-2.3	-9%	-1%	-4%	1%	-5	-15%
O=C(NC1CCCC1)C(c1ccccc1)N(C(=O)c1csnn1)c1ccccc1F (configuration not stated)	-17	7%	/	-5%	-4%	23%	0%	/	-8%
